DT40 TDP1 CPT: qHTS for Inhibitors of human tyrosyl-DNA phosphodiesterase 1 (TDP1): qHTS in cells in presence of CPT. chicken DT40 Tdp1-/-;hTDP1 cells + 20 nM CPT, ATP luminescence, 48 h. hit rate 12% among 420,000. AID 686979, 2013. Potency, µM (top dose mostly 46.2 µM), without a hit: top-dose activity change, negative = growth inhibition, actives largely listed as inhibitors; note: nearly all actives have a fitted effect of over 55% in size
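Cell growth measured by CellTiter-Glo luminescence after a minimum 48 h, 37 C compound exposure with 20 nM CPT in Tdp1-knockout DT40 cells stably expressing hTDP1, seeded 400/well; qHTS titration format.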
KAT2A inh: qHTS Assay for Inhibitors of GCN5L2; Histone acetyltransferase KAT2A (Homo sapiens), Q92830; GCN5L2 HAT assay, ThioGlo1 CoA-SH fluorescence; Potency, µM (top dose mostly 58.9 µM), inactives show at the top dose activity change, negative = inhibition, actives largely listed as inhibitors; hit rate 0.21% among 390,000; AID 504327, 2011
Target sequence (Q92830 whole entry, looked up): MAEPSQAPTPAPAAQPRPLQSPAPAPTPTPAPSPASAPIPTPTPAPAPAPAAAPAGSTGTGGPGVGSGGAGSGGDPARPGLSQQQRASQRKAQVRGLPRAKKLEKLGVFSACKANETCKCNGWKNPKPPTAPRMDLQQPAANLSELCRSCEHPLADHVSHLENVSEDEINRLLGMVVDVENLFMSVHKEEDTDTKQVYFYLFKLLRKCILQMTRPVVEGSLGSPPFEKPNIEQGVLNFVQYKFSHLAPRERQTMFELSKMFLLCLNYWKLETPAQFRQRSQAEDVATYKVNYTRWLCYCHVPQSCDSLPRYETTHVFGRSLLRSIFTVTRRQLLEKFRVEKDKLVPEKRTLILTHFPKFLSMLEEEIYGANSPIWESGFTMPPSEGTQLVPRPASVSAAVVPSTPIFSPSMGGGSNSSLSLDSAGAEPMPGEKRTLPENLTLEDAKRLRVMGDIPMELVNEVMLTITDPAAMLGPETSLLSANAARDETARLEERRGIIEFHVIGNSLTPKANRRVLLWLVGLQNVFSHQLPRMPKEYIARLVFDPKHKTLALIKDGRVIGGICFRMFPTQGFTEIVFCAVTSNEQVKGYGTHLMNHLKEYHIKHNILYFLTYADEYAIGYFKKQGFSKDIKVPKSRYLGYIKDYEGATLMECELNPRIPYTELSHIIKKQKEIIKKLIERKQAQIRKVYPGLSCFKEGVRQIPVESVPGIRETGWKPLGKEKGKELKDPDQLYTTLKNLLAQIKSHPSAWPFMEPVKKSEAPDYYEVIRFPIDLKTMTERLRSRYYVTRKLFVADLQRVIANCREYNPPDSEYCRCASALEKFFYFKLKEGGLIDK
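ThioGlo1-coupled HAT assay: 20nM GCN5L2, 70uM acetyl-CoA, 75uM H3(1-25) peptide, pH 7.5. Fluorescence read at 340/540nm at start and after 20 min at room temperature.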
TDP1 cell noCPT: qHTS for Inhibitors of human tyrosyl-DNA phosphodiesterase 1 (TDP1): qHTS in cells in absence of CPT; DT40 Tdp1-/- hTDP1 cells, no CPT, ATP luminescence, 48 h; hit rate 15% among 420,000; Potency, µM (highest dose often 46.2 µM), for the others: at the top dose activity change, negative = growth inhibition, most hits filed as inhibitors; note: nearly all actives have a fitted effect of over 55% in size
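Readout: luminescence from CellTiter-Glo after 30 min in the dark at RT. Cells: DT40 Tdp1-/- with stable hTDP1, 400/well. Exposure: compounds alone, ≥48 hr, 37 °C.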
The depositor's hits bear a star; u = inconclusive; x = no result given; & = joins results of further samples; [ ] = dose if it differs, or a comment. Calls come from the whole dose curve; as a rule, active = well fitted curve in the direction sought with a large enough effect; inconclusive = small, poorly fitted or top-dose-only effect, or another doubt; inactive = no such curve, though single readings can be large; an effect the other way counts as inactive or inconclusive. % is set by controls: 0 for no effect and ±100 for the full control effect; potency is the fitted concentration of half-maximal effect.

SMILES	DT40 TDP1 CPT	KAT2A inh	TDP1 cell noCPT
COc1ccc(NC(c2ccccc2)P(=O)(Oc2ccccc2)Oc2ccccc2)cc1 (stereo not drawn)	-14%	-6%	-26%
Cc1ccc(C(=O)N2CCc3cc(CNC(=O)c4ccnn4C)ccc32)cc1	5.8µM*	-4%	9.2µM*
c1cc2n(c1)-c1c(ccc3c1OCO3)CNC2c1ccc2c(c1)OCO2 (stereo not drawn)	u	2%	13µM*
Cc1cc(=O)oc2cc3c(cc12)CCCN3	2%	22µM*	-17%
Cc1[nH]nc2ccc(-c3cncc(OC[C@@H](N)Cc4c[nH]c5ccccc45)c3)cc12	0.58µM*	x	0.58µM*
c1ccc2c(c1)[nH]c1cnccc12	10%&-10%	-12%	-28%&-8%
O=C(COC(=O)Cc1ccccc1)NNC(=O)c1ccc([N+](=O)[O-])cc1	-13%	-18%	12%
ClC(Cl)(Cl)c1ccccc1	-18%	-16%	8%
COc1ccc(CN2CCN(C(=O)Cc3ccccc3)CC2)cc1OC	-24%	x	0%
COC(=O)CC1=C(C(=O)OC)C2(C(=O)Nc3c(C)cccc32)C(C#N)=C(N)O1 (stereo not drawn)	-30%	5%	u
CC(C)(C)c1ccc(S(=O)(=O)N2CC3CC(C2)c2cccc(=O)n2C3)cc1 (stereo not drawn)	-28%	u	-16%
Fc1ccc(N2CCN(Cc3ccc4c(c3)OCO4)CC2)cc1	-24%	-3%	-8%
O=c1cccc2n1CC1CC2CN(Cc2c(Cl)cccc2Cl)C1 (stereo not drawn)	-5%	-1%	-16%
C[C@@H]1Cn2cnc(C(=O)Nc3ccc(CNC(=O)OC(C)(C)C)cc3)c2C(=O)N1	u	x	-111%
COC(=O)C1=C(c2ccc(OCc3ccccc3)cc2)C[C@@H]2CC[C@H]1N2C(=O)NCc1ccc(F)cc1	15µM*	x	23µM*
O=P(NC(c1ccccc1)c1ccccc1)(Oc1ccccc1)Oc1ccccc1	u	1%	u
C/C(=N\NC(N)=S)C12CC3CC(CC(C3)C1)C2	23µM*	-2%	15µM*
N=c1c[n+](CC23CC4CC(CC(C4)C2)C3)[n-]o1	-15%	1%	-5%
CCN1CCN(Cc2ccc(OC(F)(F)F)cc2)CC1	-17%	9%	-8%
Oc1ccc2c3c1O[C@H]1[C@@H](O)C=C[C@H]4[C@@H](C2)NCC[C@@]341	-19%[92.5 µM]	x	-16%[92.5 µM]
O=c1[nH]c(=S)[nH]c(O)c1C(c1ccccn1)c1c(O)[nH]c(=S)[nH]c1=O	-17%	-14%	-7%
CC(C)OP(=O)(OC(C)C)C(Nc1ccccc1)c1ccccc1C(F)(F)F (stereo not drawn)	u	-10%	u
CNC(C(=O)c1ccccc1)C(OC)c1cccc([N+](=O)[O-])c1 (stereo not drawn)	-4%	1%	-21%
Cc1c(C=C2C(=O)N(C)C(=O)N(C)C2=O)c(=O)n(-c2ccccc2)n1C	-7%	0%	2%
O=C(NCCCN1CCCC1)c1ccc2c(c1)N(Cc1cccc(Cl)c1)C(=O)c1ccccc1S2=O (stereo not drawn)	u	1%	u
C/C(=N\N1CCCCCC1)c1c(O)n(-c2ccc(Cl)cc2)c(=O)[nH]c1=O	u	0%	21µM*
O=c1c2ccccc2nc(Cc2ccccc2)n1-c1ccccc1O	-6%	-2%	-20%
O=c1[nH]c(CN2CC=C(c3ccccc3)CC2)nc2scc(-c3ccccc3)c12	u	u	u
COC(=O)C1=C(c2c(C)noc2C)C[C@@H]2CC[C@H]1N2C(=O)NCc1ccco1	1%	-2%	-2%
O=S(=O)(c1ccc(Cl)cc1)c1ccc(Cl)cc1	-11%	-1%	-5%
CCCCn1c(O)c(C=NCCN2CCCCC2)c(=O)[nH]c1=O	7%	-2%	-5%
CN(C)c1ccc(C=C2C(=O)NC(=S)NC2=O)cc1	8.2µM*	x	16µM*
CCOP(=O)(OCC)c1nc(-c2cccc3ccccc23)oc1N1CCOCC1	u	u	10µM*
CCC(C)C(=O)O[C@@H]1C[C@@]2(C)C(c3ccoc3)OC(=O)CC23OC2(C)O[C@@]14[C@@]1(C)C(CC(=O)OC)C5(C)CC1(O)C(O)(C5OC(=O)C1(C)OC1C)C(OC(C)=O)[C@@]34O2 (stereo partly drawn)	u	-9%	u
CC1=CC(O)C(O)C2(C)C1CC1OC(=O)CC3C(C)C(O)C(=O)C2C13CO (stereo not drawn)	u	x	u
COc1ccc(C2/C=C\CN(C(=O)Oc3ccc(C(F)(F)F)cc3)CC(=O)N2Cc2ccc(F)cc2)cc1 (stereo not drawn)	u	0%	u
NS(=O)(=O)c1ccc(CCNc2nn3c(-c4ccc(F)c(Cl)c4)cnc3s2)cc1	16µM*	x	23µM*
N#CC1=C(N)Oc2c(c(=O)oc3ccccc23)C1c1ccc([N+](=O)[O-])o1 (stereo not drawn)	-10%	-11%	u
CCOC(=O)C1(CCCc2ccccc2)CCN(C2CCCC2)CC1	18µM*	14%	u
O=C1NC(=O)C(=Cc2ccc(OCCOc3ccc([N+](=O)[O-])cc3)cc2)C(=O)N1	u	-20%	u
NC(CO)Cc1ccccc1 (stereo not drawn)	-7%	41%[activator]	-21%
CCOc1ccc([N+](=O)[O-])cc1CNCCc1ccccc1	-23%	-1%	-3%
O=C(Nc1cccc(C(F)(F)F)c1)OC1CN2CCC1CC2 (stereo not drawn)	u	2%	u
C[C@H]1COC(=O)[C@H](Cc2ccc(F)cc2)CC/C=C/C[C@@H](CC(=O)N(CCO)Cc2ccccc2)C(=O)N1	23µM*	-1%	18µM*
COc1ccccc1N1C(=O)NC(=O)/C(=C\c2cnn(-c3ccccc3)c2)C1=O	u	-3%	u
CC(C)C(NC(=O)C(C(C)C)N(C)C)C(=O)N(C)C(C(=O)N1CCCC1C(=O)N1CCCC1C(=O)NCc1ccccc1)C(C)C (stereo not drawn)	0.033µM*	x	0.052µM*
Cc1cc(NC(=O)C(Cl)(Cl)Cl)no1	24%	u	10%
O=C1Nc2ccc(Cl)cc2C(c2ccccc2Cl)=NC1O (stereo not drawn)	u	-21%	-95%
Cc1cc(NC(=O)c2cccn(Cc3cccc([N+](=O)[O-])c3)c2=O)no1	-14%	1%	-12%
O=C1NCCOC(=O)[C@@H](Cc2ccc(F)cc2)CC/C=C/C[C@H]1CC(=O)N(CCO)Cc1ccccc1	21µM*	3%	u
CC(C)CN(CC(C)C)C(=O)C1C2c3ccccc3C(c3ccccc32)C1C(=O)O (stereo not drawn)	-16%	-2%	u
C=CCC1(CN2CCCCCC2=O)C(=O)NC(=O)NC1=O	-2%	x	9%
CCOC(=O)C(=CNc1ccc(C(O)(C(=O)OCC)C(F)(F)F)cc1C)C(=O)OCC (stereo not drawn)	21µM*	-6%	12µM*
COC1=CC(=O)O[C@@H](/C=C/c2ccccc2)C1	-5%	-6%	-12%
CCOP(=O)(OCC)C(O)c1ccccc1 (stereo not drawn)	1%	0%	-27%
CCc1c(C)nc(N)nc1N1N=C1SCCOc1ccccc1	0%	-2%	-14%
O=C(Nc1ccccc1)N1CC[C@@]2(CCCN(C(=O)Oc3ccccc3)C2)C1	5%	1%	-11%
CC(C)(C)c1csc(NC(=O)Nc2ccccc2)n1	-25%	-16%	u
CCNCC(O)c1cccc(O)c1 (stereo not drawn)	-12%	-20%	-6%
COC(=O)c1ccc(NC(=O)c2cccn(Cc3ccccc3C)c2=O)cc1	-12%	11%	11%
Next results:
SMILES	DT40 TDP1 CPT	KAT2A inh	TDP1 cell noCPT
CC(C)(C)OC(=O)N(CCc1ccccc1)Cc1ccc(OCc2cccc(NC(=O)c3ccccc3)c2)cc1	u	x	21µM*
C=CCc1cc(OC)c2c(c1OC)OCO2	12%	-5%	27%
COC(=O)C(O)(c1ccc(NC(=O)NC2CCCCC2)cc1)C(F)(F)F (stereo not drawn)	-16%	-6%	u
CN(C)c1ccc(CN2CCc3nc(N4CCN(c5ccccn5)CC4)ncc3C2)cc1	21µM*	4%	21µM*
CCN1C[C@]2(C)CC[C@H](O)[C@]34C1[C@H](C[C@H]23)[C@@]1(O)C[C@H](OC)[C@H]2C[C@@H]4[C@@H]1C2O (stereo partly drawn)	-6%	-13%	-2%
CCN1C(=O)N(CC)C(=O)C2(Cc3ccccc3N3CCN(c4ccccc4)CC32)C1=O (stereo not drawn)	-24%	-8%	-25%
COc1ccc(C/C(=N\OC(C)=O)c2ccc(OC)cc2)cc1	-4%	-5%	u
CC1(C)CN=C(NCc2ccccc2)S1	14%	x	0%
O=C1/C(=C/c2ccc(F)cc2)Oc2cc(OC(=O)N3CCOCC3)ccc21	-24%	-6%	u
C=C1C(C)C2C(Cc3ccccc3)NC(=O)C23C(OC(C)=O)C=CC(C)(O)CC(C)CC=CC3C1O (stereo not drawn)	0.46µM*	x	0.73µM*
O=C(CCN1C(=O)COc2ccccc21)N1CCC2(CC1)OCCO2	-2%	-1%	2%
Cc1ccccc1CS(=O)(=O)Cc1ccc(C(=O)N2CCC3(CC2)OCCO3)o1	1%	-2%	-10%
N[C@@H](CCP(=O)(O)O)C(=O)O	2%	x	1%
COC(=O)C1=C(c2ccc(Cl)c(C(F)(F)F)c2)C[C@@H]2CC[C@H]1N2C(=O)NCCCOC(C)C	26µM*	-7%	13µM*
Cc1ccc(C)c(N2CCN(c3ncnc4onc(C)c34)CC2)c1	u	26%	13µM*
N=c1sccn1Cc1ccccc1F	2%	-19%	-12%
Cc1cccc(-c2nc(CN3C(=O)CN=C(c4ccccc4)c4ccccc43)c(C)o2)c1	u	-9%	u
CC(C)(C)C(=O)N1Cc2cnnn2-c2ccccc2C1C#N (stereo not drawn)	0%	x	10%
NCCc1cccc(O)c1	-8%&-29%	-12%&-13%	-12%&-9%
O=C(c1ccc2c(c1)OCO2)C1CCCN(CC2CCCCC2)C1 (stereo not drawn)	u	5%	u
COc1cccc(CN(C)C(=O)c2cccc(S(=O)(=O)N3CCN(c4ccccc4)CC3)c2)c1	12µM*	x	7.3µM*
c1ccc(C2CC3CC(c4ccco4)N2O3)cc1 (stereo not drawn)	-1%	2%	-18%
O=c1c2ccccc2nc(/C=C\c2cccc(Br)c2)n1-c1ccc(O)cc1	u	-12%	u
O=c1c2ccccc2nc(/C=C/c2ccc3c(c2)OCO3)n1-c1cccc(O)c1	-20%	-2%	u
CC(C)CCC1(CCO)C(=O)NC(=S)NC1=O	-10%	x	-1%
O=C(Nc1ccc(F)c(Cl)c1)N(Cc1ccc2c(c1)OCO2)C1CCN(Cc2ccccc2)CC1	u	-9%	u
CCCCCN1C(=O)c2ccccc2[C@@]2(C(=O)OCC)Cc3cc(Cl)ccc3[C@@H]12	u	x	u
CC(=O)Oc1ccc2c3c1O[C@H]1[C@@H](OC(C)=O)C=C[C@H]4[C@@H](C2)N(C)CC[C@@]341	-28%[92.5 µM]	x	u
CCc1ccc([C@H]2[C@@H]3C(=O)C[C@@H]4C(=O)N(Cc5ccccc5)C(=O)[C@@H]4[C@@H]3CN2S(=O)(=O)c2ccc(C)cc2)cc1	u	x	u
Cc1cc2c(s1)NC(=O)CN=C2c1cccs1	-29%	x	u

A second format for two compounds above:
Every second line gives: DT40 TDP1 CPT | KAT2A inh | TDP1 cell noCPT
> CCCCCN1C(=O)c2ccccc2[C@@]2(C(=O)OCC)Cc3cc(Cl)ccc3[C@@H]12
 : u | x | u
> COc1cccc(CN(C)C(=O)c2cccc(S(=O)(=O)N3CCN(c4ccccc4)CC3)c2)c1
 : 12µM* | x | 7.3µM*

Ordered by molar mass (lowest first): part of the list above
SMILES	DT40 TDP1 CPT	KAT2A inh	TDP1 cell noCPT
N=c1sccn1Cc1ccccc1F	2%	-19%	-12%
c1ccc(C2CC3CC(c4ccco4)N2O3)cc1 (stereo not drawn)	-1%	2%	-18%
CC(C)CCC1(CCO)C(=O)NC(=S)NC1=O	-10%	x	-1%
CC(C)(C)C(=O)N1Cc2cnnn2-c2ccccc2C1C#N (stereo not drawn)	0%	x	10%
O=C(c1ccc2c(c1)OCO2)C1CCCN(CC2CCCCC2)C1 (stereo not drawn)	u	5%	u
CC(=O)Oc1ccc2c3c1O[C@H]1[C@@H](OC(C)=O)C=C[C@H]4[C@@H](C2)N(C)CC[C@@]341	-28%[92.5 µM]	x	u
O=c1c2ccccc2nc(/C=C/c2ccc3c(c2)OCO3)n1-c1cccc(O)c1	-20%	-2%	u
CCCCCN1C(=O)c2ccccc2[C@@]2(C(=O)OCC)Cc3cc(Cl)ccc3[C@@H]12	u	x	u
O=c1c2ccccc2nc(/C=C\c2cccc(Br)c2)n1-c1ccc(O)cc1	u	-12%	u
Cc1cccc(-c2nc(CN3C(=O)CN=C(c4ccccc4)c4ccccc43)c(C)o2)c1	u	-9%	u
COc1cccc(CN(C)C(=O)c2cccc(S(=O)(=O)N3CCN(c4ccccc4)CC3)c2)c1	12µM*	x	7.3µM*
CCc1ccc([C@H]2[C@@H]3C(=O)C[C@@H]4C(=O)N(Cc5ccccc5)C(=O)[C@@H]4[C@@H]3CN2S(=O)(=O)c2ccc(C)cc2)cc1	u	x	u

Source: PubChem BioAssay

Not all compounds are listed. The share of hits here may be higher or lower than overall.
